S1P4 ag – activates the human S1P4 receptor; O95977; S1P4-expressing cell line, agonist reporter assay; activation, % at 4.98 µM; 220,000 compounds, 0.35% hits; in the data active means activation above about 11%;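 further: 0% = DMSO vehicle and 100% = reference agonist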
Target sequence (O95977 whole entry, looked up): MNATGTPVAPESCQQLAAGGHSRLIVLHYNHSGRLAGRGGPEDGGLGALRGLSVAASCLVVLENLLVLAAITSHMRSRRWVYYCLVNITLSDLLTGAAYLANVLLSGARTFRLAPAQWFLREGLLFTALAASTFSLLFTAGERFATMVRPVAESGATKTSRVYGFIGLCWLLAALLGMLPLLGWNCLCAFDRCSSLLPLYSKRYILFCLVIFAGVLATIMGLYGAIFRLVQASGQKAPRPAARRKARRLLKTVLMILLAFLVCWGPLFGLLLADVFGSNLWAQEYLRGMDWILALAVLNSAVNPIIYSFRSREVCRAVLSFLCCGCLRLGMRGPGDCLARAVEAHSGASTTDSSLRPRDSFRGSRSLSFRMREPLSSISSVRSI
NPY1 pot ag – human NPY-Y1 potentiation or agonism, primary screen | 220,000 compounds, 0.37% hits | P25929 | AID 1304 | activation, % at 3.6 µM | NPY-Y1 expressing cells, potentiator/agonist activation; in the data active means activation above about 33%, passing the limit was not always enough;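 further: cells stimulated with NPY at EC10 then isoproterenol at EC100; 0% = low agonist plus stimulus and 100% = saturating agonist plus stimulus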
Target sequence (P25929 whole entry, looked up): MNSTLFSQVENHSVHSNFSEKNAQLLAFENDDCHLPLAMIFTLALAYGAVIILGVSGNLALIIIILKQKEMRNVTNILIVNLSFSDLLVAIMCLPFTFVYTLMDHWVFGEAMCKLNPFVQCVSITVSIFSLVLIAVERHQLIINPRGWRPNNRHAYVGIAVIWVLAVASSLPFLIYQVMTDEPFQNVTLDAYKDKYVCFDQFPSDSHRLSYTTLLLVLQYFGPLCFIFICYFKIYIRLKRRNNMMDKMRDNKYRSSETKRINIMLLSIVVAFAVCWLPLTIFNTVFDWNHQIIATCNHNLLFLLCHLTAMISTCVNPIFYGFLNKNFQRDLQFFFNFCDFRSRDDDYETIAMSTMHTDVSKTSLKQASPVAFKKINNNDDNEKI
p47phox inh – inhibitors of human p47phox binding. P14598. p47phox/p22phox peptide binding, fluorescence polarization, 2 h. inhibition, % at 24.7 µM. 220,000 compounds, 0.53% hits;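 active means inhibition above about 30%, limit read from the data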;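 further: 0% = p47phox with labelled peptide and 100% = labelled peptide alone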
NPY-Y1 antag – NPY-Y1 (human) receptor antagonism. P25929. HEK293-CNG Y1 cells, membrane potential fluorescence; NPY at EC95, then isoproterenol. inhibition, % at 3.6 µM. 200,000 compounds, 1% hits;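 active means inhibition above the campaign mean inhibition of all tested compounds plus 3 SD, cut at about 20% in these data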;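 further: 0% = DMSO wells given NPY plus isoproterenol and 100% = isoproterenol alone without NPY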
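Material: HEK293 cells with Y1 receptor plus CNG channel; times: compound incubation 1 h at room temperature, readout 45 min post-stimulation; signal: fluorescence, membrane potential probe; read-out basis: fluorescence ratio normalized to % inhibition between controls; benchmarks: full-block control isoproterenol-only wells, zero-block control NPY plus isoproterenol wells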
NPY2 pot ag – potentiators or agonists of human neuropeptide Y receptor Y2; P49146; cells expressing NPY-Y2, potentiator/agonist read-out; activation, % at 3.6 µM; 220,000 compounds, 0.45% hits; in the data active means activation above about 27%;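 further: cells stimulated with NPY near EC25 plus isoproterenol at EC100; 0% = vehicle plus submaximal agonist and 100% = vehicle plus saturating agonist; some results beyond the cut were filed as inactive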
Ba/F3 V617F tox – reduce viability of Ba/F3 cells dependent on JAK2V617F | inhibition, % at 5.6 µM | Ba/F3 EpoR-JAK2V617F viability, ATP luminescence | 220,000 compounds, 1.1% hits;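 active means inhibition above the campaign mean plus 3 SD over all tested compounds, cut at about 24% in these data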;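 further: cytokine-independent growth of Ba/F3 cells driven by EpoR plus mutant JAK2; 0% = DMSO-treated cells and 100% = JAK inhibitor I control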
BaF3 parental – reduces parental Ba/F3 cell viability, JAK2V617F counter-screen; CellTiter-Glo ATP luminescence; inhibition, % at 5.6 µM; 220,000 compounds, 1.1% hits;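 active means inhibition above a per-campaign cutoff, the mean inhibition of all tested compounds plus 3 SD, cut at about 27% in these data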;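 further: 0% = DMSO wells and 100% = JAK Inhibitor I control wells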
S1P4 antagonist – antagonists of human S1P4 receptor; O95977; S1P4-expressing cells, antagonist mode, reporter read-out; inhibition, % at 4.98 µM; 220,000 compounds, 0.26% hits; in the data active means inhibition above about 29%;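 further: 0% = wells stimulated with agonist and 100% = vehicle wells without agonist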
CHOP inhibitor – blocks CHOP induction under ER stress | CHO-K1 CHOP-promoter luciferase, tunicamycin-induced, 15-18 h | inhibition, % at 10 µM | 220,000 compounds, 3.8% hits | AID 2732;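 active means compounds that reduced the stress-induced luciferase reporter signal by more than about 70% of percent inhibition, limit read from the data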;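 further: 0% = tunicamycin plus vehicle and 100% = wells without tunicamycin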
Numbers without * were called inactive; x = no result given.

Molecule,S1P4 ag,NPY1 pot ag,p47phox inh,NPY-Y1 antag,NPY2 pot ag,Ba/F3 V617F tox,BaF3 parental,S1P4 antagonist,CHOP inhibitor
Cc1cc(C)c(S(=O)(=O)Nc2ccc(N3CCOCC3)cc2)c(C)c1,0.1,-8,-7,x,-1,-3,-6,-15,0
CN(C)/C=C(/C(=O)c1ccc(Cl)c(Cl)c1)c1nnnn1-c1ccccc1,-0.1,3,-5,x,7,-1,4,-10,-5
CCCCOC(=O)C(C)Oc1ccc(=O)n(-c2ccccc2)n1 (stereo not given),0.1,6,1,13,-10,-2,-1,7,12
CC[C@H](C)[C@H](NS(=O)(=O)c1ccc(C)cc1)C(=O)N1CCC(C(=O)N[C@@H](C)C(=O)O)CC1,0.1,-11,-5,4,1,2,3,12,-10
Cc1cc(C)cc(N(C(=O)C(F)(F)F)C(C(=O)NC2CCCCC2)c2cccs2)c1 (stereo not given),-0.4,9,-14,2,-1,-1,4,0,37
COc1ccc(C2NC(=O)C(C#N)=C(S)N2c2ccc(C)cc2)cc1OC (stereo not given),0.1,17,-4,-2,17,2,3,9,31
ClCCN1C2=NCCCN2c2ccccc21,1.3,-5,8,-2,-6,4,5,-17,-1
Cc1ccc(S(=O)(=O)NCCc2nnc3ccc(SCC(=O)Nc4nc(C)cs4)nn23)cc1,0.8,8,-1,4,12,2,2,-6,7
CCCCN(CCCC)C(=O)CCS(=O)(=O)c1ccc2c(c1)n(C)c(=O)c(=O)n2C,1.0,-27,-7,2,0,2,7,10,25
c1ccc(N2CCN(c3ccccc3)C2c2ccncc2)cc1,0.2,17,-3,7,12,-1,1,16,-2
CN(C)S(=O)(=O)N(CC(=O)N(Cc1ccccc1)Cc1ccccc1)c1ccccc1,-1.1,-3,0,14,2,4,5,-6,47
CCCCN(Cc1ccccc1)C(=O)C1CCN(Cc2sccc2C)CC1,0.2,-30,-5,14,-7,0,6,8,67
CCCCC(=O)Nc1cccc(NC(=O)c2cccc([N+](=O)[O-])c2)c1,-0.8,-11,0,0,-9,2,8,9,18
Cc1ccc(NC(=S)N(CCN2CCCCC2)Cc2ccco2)cc1C,1.1,-11,-2,4,-2,-3,8,4,18
O=C(O)c1ccc(NC(CSCc2ccc(F)cc2)C(=O)O)c([N+](=O)[O-])c1 (stereo not given),-1.0,16,-6,-3,-13,-4,-2,5,-18
O=C(Nc1nc2ccc(S(=O)(=O)N3CCCC3)cc2s1)c1ccccn1,0.2,1,-9,0,7,0,4,-20,8
COc1cc(C(=S)N2CCCC2)ccc1O,2.0,-7,-9,-6,-1,-4,-4,-15,9
Cc1nc(SC(C(N)=O)c2ccccc2)c(C#N)c(C)c1C (stereo not given),-0.2,16,-5,x,5,0,-3,11,-2
Clc1ccc2c(c1)nc1n2CCCC1,0.2,-17,-2,x,-15,0,-2,-16,-8
O=C(O/N=C/c1cccc([N+](=O)[O-])c1)C1CC1,-0.8,-17,-1,4,-7,-2,1,-12,13
CC1(C)Oc2ccc(C(=O)N3CCOCC3)cc2N(CC(=O)Nc2ccccc2)C1=O,-0.4,-14,-4,-4,8,4,5,-5,-12
CN(C)CCCN1C(=O)C(=O)/C(=C(/O)c2ccc3c(c2)OCO3)C1c1cccnc1 (stereo not given),0.3,-21,x,-3,-6,-3,4,-13,x
O=C(CSc1cccc[n+]1[O-])c1cccs1,-0.8,-14,3,0,2,1,7,3,2
CCOC(=O)c1cc(S(=O)(=O)NC2CCN(C(=O)OCC)CC2)cn1C,-0.2,11,-13,-3,5,-2,2,1,1
CCc1nc2ccccc2c(C(=O)O)c1C,0.5,5,-7,3,3,3,1,12,21
CCOc1c(O)ccc(C2NC(=O)NC(C)=C2C(=O)OC)c1[N+](=O)[O-] (stereo not given),-0.9,-9,2,5,5,-3,1,4,-6
CCNCCC(CCC(C)C)c1ccc2c(c1)OCO2 (stereo not given),1.8,8,2,x,-9,2,-3,-5,10
COc1cc(C(=O)N(Cc2ccco2)Cc2cc3ccccc3[nH]c2=O)cc(OC)c1OC,-0.4,-2,-11,-8,12,-4,1,-1,28
COC(=O)c1c(C)c2c(C)cc3ccccn3c-2c1C(=O)OC,1.4,18,6,2,0,-4,-1,-11,18
COc1ccc(OC)c(-n2c(Cn3c(-c4ccccn4)nc4ccccc43)n[nH]c2=S)c1,1.1,2,-3,3,-3,3,6,0,4

Complete entries, quoted from the list. Order of values: S1P4 ag	NPY1 pot ag	p47phox inh	NPY-Y1 antag	NPY2 pot ag	Ba/F3 V617F tox	BaF3 parental	S1P4 antagonist	CHOP inhibitor
Profile of COc1cc(C(=S)N2CCCC2)ccc1O → 2.0	-7	-9	-6	-1	-4	-4	-15	9
Profile of Cc1ccc(NC(=S)N(CCN2CCCCC2)Cc2ccco2)cc1C → 1.1	-11	-2	4	-2	-3	8	4	18
Profile of CN(C)S(=O)(=O)N(CC(=O)N(Cc1ccccc1)Cc1ccccc1)c1ccccc1 → -1.1	-3	0	14	2	4	5	-6	47

Some entries already given, reduced to NPY2 pot ag.
SMILES | NPY2 pot ag
Cc1cc(C)c(S(=O)(=O)Nc2ccc(N3CCOCC3)cc2)c(C)c1 | -1
CCCCOC(=O)C(C)Oc1ccc(=O)n(-c2ccccc2)n1 (stereo not given) | -10
c1ccc(N2CCN(c3ccccc3)C2c2ccncc2)cc1 | 12
CCOc1c(O)ccc(C2NC(=O)NC(C)=C2C(=O)OC)c1[N+](=O)[O-] (stereo not given) | 5

Returning to the listing, repeating the 5 entries before the break.
Molecule,S1P4 ag,NPY1 pot ag,p47phox inh,NPY-Y1 antag,NPY2 pot ag,Ba/F3 V617F tox,BaF3 parental,S1P4 antagonist,CHOP inhibitor
CCOc1c(O)ccc(C2NC(=O)NC(C)=C2C(=O)OC)c1[N+](=O)[O-] (stereo not given),-0.9,-9,2,5,5,-3,1,4,-6
CCNCCC(CCC(C)C)c1ccc2c(c1)OCO2 (stereo not given),1.8,8,2,x,-9,2,-3,-5,10
COc1cc(C(=O)N(Cc2ccco2)Cc2cc3ccccc3[nH]c2=O)cc(OC)c1OC,-0.4,-2,-11,-8,12,-4,1,-1,28
COC(=O)c1c(C)c2c(C)cc3ccccn3c-2c1C(=O)OC,1.4,18,6,2,0,-4,-1,-11,18
COc1ccc(OC)c(-n2c(Cn3c(-c4ccccn4)nc4ccccc43)n[nH]c2=S)c1,1.1,2,-3,3,-3,3,6,0,4
COC(=O)C1=C(C)N(c2ccc(OC)c(OC)c2)C(=O)/C1=C\c1ccco1,-0.3,-6,-12,7,-8,2,4,-14,6
COc1ccc(CN2CCN(Cc3cccc(OC)c3)C(CCO)C2)cc1 (stereo not given),-2.4,0,-3,-1,-6,4,4,-7,3
COc1ccc(C(=O)c2ccc(Cl)cc2)cc1,0.3,-9,-11,3,-9,1,6,5,-23
CCN1CCN(C(=O)C2(NC(=O)Nc3cccc(F)c3)CCCCC2)CC1,1.3,1,-4,-5,16,-5,-1,-14,-22
NC1=C([N+](=O)[O-])C(c2ccc(F)cc2)C2=C(CCCC2=O)O1 (stereo not given),-0.1,-1,-1,0,-8,0,6,-13,28
O=C1c2ccccc2C(=O)C1c1nccc2ccccc12,-0.9,10,-14,-1,18,1,4,-26,106*
N/C(=N\OC(=O)C12CC3CC(CC(C3)C1)C2)c1ccncc1,-0.9,1,-6,x,1,-4,-3,8,-1
CC(C)CNC(=S)NNC(=O)c1csc2ccccc12,1.6,14,-9,1,-10,0,5,7,22
CCCCN(C)C(=O)C1CCN(Cc2ccccn2)CC1,0.3,24,-7,-3,-2,-2,0,-9,53
CNS(=O)(=O)c1ccc(NC(=O)c2ccc(Cl)cc2Cl)cc1,0.1,-22,0,-1,-15,6,9,-3,26
O=C(CCNC(=O)c1ccc([N+](=O)[O-])cc1)Nc1cccc(S(=O)(=O)N2CCCCC2)c1,-0.1,11,6,x,16,-6,-6,1,3
Cc1cccc(C)c1NC(=S)NN1CCN(C)CC1,0.9,-5,-1,6,-7,5,9,15,-12
CN(C)c1ccc(NC2=C(Cl)C(=O)c3ccccc3C2=O)cc1,0.3,14,26,0,1,4,7,-5,95*
CN1CCN(CC2(O)CCN(S(=O)(=O)c3ccc(Cl)cc3)CC2)CC1,0.6,2,3,1,4,2,2,-11,23
N#Cc1cc(N)ccc1Sc1ccccc1,2.1,6,1,0,6,-6,2,-18,25
CCOC(=O)c1c(NC(=O)Cn2nc([N+](=O)[O-])c(Br)c2C)sc2c1CCC(C)C2 (stereo not given),0.2,2,-9,0,-2,0,-1,-7,31
O=C(NCc1ccc2c(c1)OCO2)C1CC(=O)N(CCc2ccccc2)C1 (stereo not given),1.6,-17,-9,6,-5,2,5,-3,13
COc1ccccc1N1CCN(C(C)C(=O)N2CC(C)OC(C)C2)CC1 (stereo not given),2.9,7,-9,0,-6,-1,7,-19,-4
CC12COC3(C(=O)Nc4ccc(Cl)cn4)CC1CCC32C (stereo not given),0.5,-8,-7,11,-12,-6,1,-10,62
COc1ccc(NC(=S)N2CCN(Cc3cccc(F)c3)CC2)c(OC)c1,1.4,3,-3,-2,-5,0,6,-6,7
Cc1ccc2cc(C(c3nnnn3C3CCCC3)N3CCOCC3)c(=O)[nH]c2c1C (stereo not given),1.2,-19,2,3,-13,1,3,25,28
COCCNC(=O)Cn1cnc2c1c(=O)n(C)c(=O)n2C,-3.1,15,-5,2,-5,-3,1,-14,2
O=C(Nc1cccc(Cl)c1)OCc1cn(-c2ccccc2)nn1,0.3,-11,-5,21*,-17,-4,3,-24,34
CSc1c(C#N)sc(=S)n1-c1ccc(C)cc1,1.4,5,-1,7,-2,2,10,4,13
CCCc1nn(C)c(C(=O)Nc2ccc(CC)cc2)c1Cl,5.6,-12,-10,1,-4,-3,6,-11,28
CCCn1c(C)cc(C(=O)COC(=O)c2ccc(Cl)c(S(=O)(=O)N3CCCC3)c2)c1C,-0.3,23,-35,-6,11,-3,7,-5,-12
CCOP(=O)(OCC)C(Nc1ccccn1)c1ccccc1 (stereo not given),-5.7,0,1,-6,-11,7,8,-8,5
Cc1ccc(C(=O)Nc2c(C#N)c(C)c(C)n2Cc2ccccc2)cc1,0.6,-1,-13,3,4,4,3,-17,28
CCc1nnc(NC(=O)c2ccc(S(=O)(=O)N(CCOC)CCOC)cc2)o1,0.1,-8,-16,-7,-29,0,7,1,-3
COc1cccc(NC2SC(=O)N(c3ccccc3)C2=O)c1 (stereo not given),0.3,-1,-5,-1,-2,-1,4,0,-20
CCOC(=O)C1CCN(C(=O)Cc2cccs2)CC1,-2.0,-13,-3,-1,8,1,3,-9,21
Cn1c(Cl)cnc1C(O)c1ccccc1 (stereo not given),-0.6,2,-11,-5,1,0,8,7,7

Compound activity: PubChem, several laboratories
